Compound activity: PubChem BioAssay, several laboratories
HGIII-sPLA2 inh = human group III sPLA2 inhibitors, primary screen, biochemical, QFRET, BODIPY PC-A2 liposome substrate | Group 3 secretory phospholipase A2 (Homo sapiens), Q9NZ20 | actives 0.56% (n = 370,000) | inhibition, % at 12.2 µM | QFRET BODIPY PC-A2 liposome hydrolysis, fluorescence | AID 743126, 2013;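 active = inhibition above mean plus 3 SD of compounds lying within the high and low control bounds, cut at about 19% in these data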;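 also: 0% = median of test compound wells and 100% = no enzyme DMSO wells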
FXN GAA850 act = FXN promoter activators, primary screen, cell-based, luciferase luminescence, HEK293 lucGAA850; HEK293 lucGAA850 FXN promoter luciferase reporter, 24 h; percent of 10 µM SAHA response; activation, % at 6 µM; actives 0.56% (n = 360,000); AID 540364, 2011;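 active = activation above the average of all compounds screened plus 3 SD, cutoff fixed separately per campaign, cut at about 7.5% in these data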;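 also: 0% = DMSO wells and 100% = 10 µM SAHA wells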
hgDAF-12 ag = H. glycines DAF-12 receptor agonists, primary screen, cell-based, luminescence, HEK293, GAL4 fusion, UAS-luciferase; Nuclear hormone receptor DAF-12 (Heterodera glycines), GAL4 fusion; activation, % at 6.8 µM; actives 1.8% (n = 370,000); HEK293 GAL4-hgDAF12 UAS-luciferase reporter, agonist luminescence; normalized to butyrate control;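 active = activation above a cutoff set at the mean of all screened compounds plus 3 SD, cut at about 10% in these data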;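 also: 0% = DMSO wells and 100% = sodium butyrate wells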
GC-B act = human GC-B receptor activators, primary screen, HEK293 GC-B cells, cGMP TR-FRET, EC30 CNP. Atrial natriuretic peptide receptor 2 (Homo sapiens), P20594. 0% at EC30 CNP, 100% saturating CNP. activation, % at 10 µM. actives 0.11% (n = 370,000). AID 1920062, 2024;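 active = activation at 10 µM reaching about 35% in either raw or pattern-adjusted values, limit read from the data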
Target sequence (P20594 whole entry, looked up): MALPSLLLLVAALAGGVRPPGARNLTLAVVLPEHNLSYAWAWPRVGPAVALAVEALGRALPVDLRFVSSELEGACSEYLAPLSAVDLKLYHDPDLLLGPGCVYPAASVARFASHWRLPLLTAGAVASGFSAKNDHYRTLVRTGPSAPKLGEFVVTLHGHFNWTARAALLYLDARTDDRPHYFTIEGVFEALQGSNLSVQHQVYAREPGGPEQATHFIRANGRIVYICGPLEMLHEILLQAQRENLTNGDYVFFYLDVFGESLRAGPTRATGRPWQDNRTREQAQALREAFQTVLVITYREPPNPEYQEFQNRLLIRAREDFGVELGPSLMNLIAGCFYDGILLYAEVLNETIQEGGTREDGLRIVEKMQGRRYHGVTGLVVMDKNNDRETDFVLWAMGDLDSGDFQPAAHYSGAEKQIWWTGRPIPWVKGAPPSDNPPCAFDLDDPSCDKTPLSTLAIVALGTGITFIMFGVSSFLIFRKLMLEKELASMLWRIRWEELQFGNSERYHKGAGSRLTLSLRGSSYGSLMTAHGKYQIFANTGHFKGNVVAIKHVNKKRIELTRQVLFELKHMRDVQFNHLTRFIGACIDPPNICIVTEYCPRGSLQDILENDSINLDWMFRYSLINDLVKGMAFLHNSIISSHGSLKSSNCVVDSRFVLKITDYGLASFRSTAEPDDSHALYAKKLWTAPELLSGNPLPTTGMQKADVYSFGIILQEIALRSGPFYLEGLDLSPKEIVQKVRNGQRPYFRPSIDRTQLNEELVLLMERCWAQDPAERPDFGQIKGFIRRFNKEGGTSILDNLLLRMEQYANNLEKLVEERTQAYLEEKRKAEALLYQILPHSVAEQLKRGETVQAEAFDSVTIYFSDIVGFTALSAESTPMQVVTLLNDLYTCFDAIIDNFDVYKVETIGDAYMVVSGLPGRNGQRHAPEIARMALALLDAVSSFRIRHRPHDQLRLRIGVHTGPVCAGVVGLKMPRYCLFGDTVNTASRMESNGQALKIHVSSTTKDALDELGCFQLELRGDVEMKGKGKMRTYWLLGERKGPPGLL
SMARCA2 act = SMARCA2 (BRM) function activators, primary screen, cell-based, luminescence, high throughput | MG213 cells, MMTV-luciferase reporter, dexamethasone, overnight | activation, % at 9.1 µM | actives 1% (n = 370,000) | AID 652017, 2013; in the data active = activation above about 7.8%;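 also: 0% = vehicle wells and 100% = reference activator wells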
DAX1 inh-1 = DAX1 (NR0B1) inhibitors on StAR promoter, primary screen, cell-based, luminescence, SF-1 (NR5A1), full-length DAX-1; HEK293T StAR-luciferase reporter, SF-1/DAX-1 repression relief; inhibition, % at 6.8 µM; actives 1.1% (n = 370,000); AID 652010, 2013;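 active = inhibition above the mean over all tested compounds plus 3 SD, cut at about 3.6% in these data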;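 also: 0% = DAX-1 cells with DMSO and 100% = cells lacking DAX-1 with DMSO; higher inhibition means more luminescence from relief of DAX-1 repression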
GC-A act = GC-A stimulated cGMP production enhancers – HEK293 GC-A cells, cGMP TR-FRET, EC30 ANP, primary screen; actives 0.14% (n = 370,000); Atrial natriuretic peptide receptor 1 (Homo sapiens), P16066; 0% at EC30 ANP, 100% saturating ANP; activation, % at 10 µM; in the data active = activation above about 40%
DAX1 inh-2 = DAX1 (NR0B1) inhibitors, primary screen, cell-based, HEK293, Gal4-DAX1, luciferase luminescence. actives 0.99% (n = 340,000). inhibition, % at 6.75 µM. Nuclear receptor subfamily 0 group B member 1 (Homo sapiens), P51843. HEK293 Gal4-DAX1 luciferase reporter. AID 504766, 2011;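 active = inhibition above the mean over all tested compounds plus 3 SD, cut at about 4.2% in these data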;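 also: 0% = DAX1-transfected cells with DMSO and 100% = empty-vector control cells with DMSO; inhibition shows as a rise in luminescence from relieved DAX1 repression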
hcDAF-12 act = H. contortus DAF-12 nuclear receptor activators, primary screen, cell-based, luminescence, HEK293, lit1-tk-luc reporter. actives 1.4% (n = 370,000). activation, % at 6.8 µM. HEK293 hcDAF-12 lit1-tk-luc reporter; 0% DMSO, 100% Δ7-dafachronic acid. AID 652067, 2013;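 active = activation above the mean of all tested compounds plus 3 SD, cut at about 5.5% in these data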;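 also: 100% = response to 3 µM Δ7-dafachronic acid high control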
KLK7 zymogen act = proKLK7 zymogen activators, primary screen, biochemical, fluorescence intensity; purified proKLK7, EDANS-DABCYL substrate fluorescence; 100% is mature enzyme control, 0% vehicle; activation, % at 7 µM; actives 0.9% (n = 370,000); AID 652039, 2013;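 active = activation above the mean of all tested compounds plus 3 SD, computed per campaign excluding outliers beyond control limits, cut at about 13% in these data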
ssDAF-12 act = S. stercoralis DAF-12 nuclear receptor activators, primary screen, cell-based, luminescence, HEK293, GRIP1 co-expression, lit1-tk-luc; Nuclear hormone receptor DAF-12 (Strongyloides stercoralis); HEK293 ssDAF-12/GRIP1 lit1-tk-luc reporter; % of 3 µM dafachronic acid response; activation, % at 6.8 µM; actives 1% (n = 370,000);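 active = activation above the mean over all tested compounds plus 3 SD, cut at about 0.9% in these data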;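 also: 0% = DMSO-only wells and 100% = 3 µM delta7-dafachronic acid wells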
* hit, by the source's call; . = no result given.

SMILES	HGIII-sPLA2 inh	FXN GAA850 act	hgDAF-12 ag	GC-B act	SMARCA2 act	DAX1 inh-1	GC-A act	DAX1 inh-2	hcDAF-12 act	KLK7 zymogen act	ssDAF-12 act
Cc1cccc(S(=O)(=O)c2c(N)n(Cc3ccco3)c3nc4ccccc4nc23)c1	-33	1.1	-2.6	-12	6	-0.5	-4	0.6	-0.6	-24	-1.4
Cc1ccc(S(=O)(=O)Nc2nc(C)c(C)s2)cc1	5	0.8	-0.3	4	-1	-0.9	0	1.2	0.7	0.3	-1.0
COc1ccc(NC(=O)CSc2nnc(-c3ccccn3)n2N)cc1Cl	0	-1.3	0.6	-6	-2	-2.4	-1	-0.4	-1.3	-0.3	-1.6
Cc1cc(C(=O)CSc2nnc(-c3ccc(F)cc3)o2)c(C)n1CC1COc2ccccc2O1 (stereo not given)	-4	-0.6	-0.4	2	1	1.0	-4	0.1	-1.4	-0.3	-1.2
Cc1c(C)c2ccc(Oc3ccc([N+](=O)[O-])cc3C(F)(F)F)c(C)c2oc1=O	6	1.9	-2.2	1	0	-0.4	4	-0.9	1.9	-0.3	-0.9
c1csc(-c2nnc(-c3ccc(N4CCOCC4)cc3)o2)c1	4	0.3	15*	-5	3	5.1*	11	-0.9	5.8*	-0.1	0.8
CC1(C(=O)O)CCCN1C(=O)c1ccccc1OC(F)(F)F (stereo not given)	0	0.1	-2.3	0	-3	0.2	1	.	-0.7	0.6	-1.2
OC(c1ccccc1)(c1ccccc1)C1CCN(CCCNc2ccc(C(F)(F)F)cc2)CC1	-9	.	2.1	-11	-7	0.3	-18	.	4.4	0.7	-1.0
O=C(CN1CCC(n2nnc3cc(F)ccc32)CC1)NCc1ccco1	-1	1.9	-2.2	4	-2	-0.3	-4	1.0	-1.2	-0.4	-1.1
COc1ccc(NC(=O)c2sc3nc(N4CCOCC4)c4c(c3c2N)CCCC4)c(OC)c1	7	0.4	-0.5	10	-1	-2.0	13	0.0	-0.1	-1.0	-1.5
CCc1c(C)nc2ncnn2c1N1CCC(C(=O)NCc2ccc3c(c2)OCO3)CC1	2	-0.8	-3.9	3	1	-1.1	2	-1.0	-1.0	-0.1	-2.0
Cc1ccc(-n2cccn2)c(CN2CCCC(C(=O)c3sccc3C)C2)c1 (stereo not given)	-5	-6.1	0.9	-20	2	-2.1	-19	-1.3	-2.2	0.3	-2.3
Cc1ccc(-c2nc3ncccn3c2NC(=O)c2cccc(C)c2)cc1	-2	.	0.9	2	-1	0.1	-3	.	-2.0	7.8	-1.3
CSc1ccc(CNC(=O)CCn2ccc3cc(S(=O)(=O)N4CCCC4)ccc32)cc1	-17	-1.5	-1.1	0	-5	-0.6	-6	0.2	-2.5	0.0	-1.0
CC(=O)C1(C(=O)N2CCOCC2)CC(c2ccccc2C(F)(F)F)=NO1 (stereo not given)	-6	.	3.4	6	0	-0.3	2	.	-1.6	0.7	-0.8
CCOCCn1c(SCc2ccc(C)cc2)nc2c1c(=O)[nH]c(=O)n2C	1	0.5	-2.4	-3	0	-0.8	0	-0.9	-1.4	-0.2	-1.8
CCOc1ccc2nc(N3CCCC(C(=O)NCCCN4CC(C)CC(C)C4)C3)sc2c1 (stereo not given)	-3	-0.9	4.0	-5	6	1.5	-1	0.6	0.8	0.3	-0.2
CCn1c(SCC(=O)NC2=NCCS2)nnc1C(C)NC(=O)c1ccc(Cl)cc1 (stereo not given)	-4	0.2	-2.1	1	-2	0.1	-6	-1.4	-0.7	0.0	-1.3
CCc1nc2c(OCC3COc4ccccc4O3)cccn2c1N(C)C(=O)c1cccs1 (stereo not given)	-4	2.0	-2.2	5	-2	0.2	-2	.	-1.8	0.6	-1.9
COc1ccc(CCn2c(=O)c3cccnc3n(Cc3ccc([N+](=O)[O-])cc3)c2=O)cc1OC	1	-0.1	-4.0	4	-1	0.0	3	-0.1	-0.2	-0.1	-1.6
O=C(NCC1(c2ccccc2)CCCC1)c1ccccc1Br	1	0.1	2.3	-5	-2	-0.5	-13	-1.6	1.8	0.1	-1.9
C=CCNC(=O)C(=O)NCC1CCCN1S(=O)(=O)c1cccs1 (stereo not given)	6	-0.2	-0.7	4	1	2.6	5	0.1	1.0	-0.1	-0.8
C[C@H]1CN([C@@H](C)CO)C(=O)CCCn2cc(nn2)CO[C@@H]1CN(C)S(=O)(=O)c1cccs1	-1	0.1	0.0	0	-1	-0.6	3	-0.1	1.0	-0.1	-0.8
Cc1scc(C(=O)N2CCN(c3ccc(Cl)cc3)CC2)c1C	3	1.3	-0.3	6	-5	-1.9	-3	-0.2	-2.5	1.0	-2.4
CCN(CC)C(=O)COC(=O)c1cc(-c2ccc(OC)cc2)nc2ccccc12	-6	0.9	0.8	0	-3	-0.5	4	-1.5	-2.6	-0.5	-1.1
O=C(/C=C/[C@H]1O[C@@H](n2ccc(=O)[nH]c2=O)[C@H](O)[C@@H]1O)NCC1CCCO1 (stereo not given in full)	4	.	0.2	1	-1	-0.7	-1	.	-0.6	0.4	-1.1
Cc1ccc(C)c(S(=O)(=O)N2CCN(C(=O)CNC(=O)c3ccc4ccccc4c3)CC2)c1	-22	1.3	-0.8	1	-2	-2.9	0	-1.9	-2.1	-0.1	-1.6
COc1cc2[nH]c(=O)n(CCCCCC(=O)NC3CCCC3)c(=O)c2cc1OC	16	-1.1	-1.6	-2	-1	-0.3	-7	-0.5	-0.6	0.1	-1.4
Cc1cc(C)n(C(=O)c2ccc([N+](=O)[O-])c(Cl)c2)n1	3	3.3	1.2	-2	-2	0.4	-12	0.7	0.0	0.2	-1.3
Cn1c(=O)c2c(nc(CN3CCOCC3)n2CCCO)n(C)c1=O	2	3.9	-3.5	5	0	-0.2	0	0.9	-0.5	-0.1	-0.9
Cc1cc(F)ccc1NC(=S)NCCc1ccccc1	14	1.9	0.9	10	-1	-0.4	0	0.9	0.7	-0.2	-0.6
ON=Cc1ccnc2ccccc12	-2	-0.8	-0.3	-3	-5	0.5	1	2.3	-1.2	-0.1	-1.2
Cc1ccc(NC(=O)CCC(=O)Nc2ccc(C)cc2)cc1	-7	-0.2	-1.6	0	-2	-0.3	1	1.5	-2.6	0.0	-1.4
O=S1(=O)C[C@@H](N2CCN(c3ccccc3)CC2)[C@H](COCc2ccccc2)N1	-3	.	4.6	-4	0	0.6	3	.	-2.3	-0.2	-1.1
CCCC(=O)Oc1ccc(C2NC(=O)c3ccccc3O2)cc1 (stereo not given)	5	0.9	0.2	3	0	-0.3	-3	1.6	-1.6	-4.0	0.3
O=C(Nc1cccc(Cl)c1)ON1CCCCC1	8	0.0	-3.5	-7	-3	0.1	4	0.8	0.8	0.3	-0.3
C=CCNC(=S)Nc1ccccc1	2	0.1	0.4	3	3	-0.9	-1	0.0	0.9	0.1	-0.9
CCn1c(SCC(=O)N2CCC(C)CC2)nc2c([nH]c3ccccc32)c1=O	9	1.9	7.0	4	-8	-0.1	4	-0.7	4.1	-0.8	-0.2
COc1ccc(NC(=S)N2CCN(C(=O)C3CCCO3)CC2)cc1 (stereo not given)	1	0.1	0.7	2	0	1.5	0	0.0	0.0	-0.1	-0.4
Cc1ccc2c(c1)N(C(=O)CCC(=O)N1CCCCC1)CCO2	3	-0.7	0.9	1	-2	-0.1	0	0.1	1.3	0.3	-1.2
OCCN1CCOCCN(CCO)CCOCC1	13	-0.7	-0.6	3	-2	-0.3	1	1.0	-0.5	0.3	-0.7
O=C(CN1CCCCCC1)Nc1ccc([N+](=O)[O-])cc1Br	0	2.5	2.9	-1	2	0.0	2	-0.8	-1.0	-0.1	-1.3
Cc1ccn2c(=O)nc(SCC(=O)NCCc3ccccc3)nc2c1	-3	-0.5	1.0	-2	1	-0.4	-2	0.8	0.7	-0.3	-0.7
COc1cc(NC(=O)c2cc(-c3ccc(F)cc3OC(C)C)n[nH]2)cc(OC)c1OC	-19	-1.9	-6.6	9	-2	-4.4	-1	.	-2.5	0.1	-1.3
CC(=O)CSc1nnc(-c2ccc(S(=O)(=O)N3CCC(C)CC3)cc2)o1	-20	1.2	0.0	3	-3	-0.1	2	1.5	-1.1	0.0	-1.8
COCCn1c(SCC(=O)NC2CCCCC2)nc2c(c1=O)SCC2	0	0.4	1.8	3	-2	0.2	2	-0.3	-1.2	0.0	-0.8
O=C(NCc1ccccc1)C(c1cc2ccccc2o1)n1c(=O)c(-c2cc3ccccc3[nH]2)nc2ccccc21 (stereo not given)	4	.	5.6	1	-2	2.7	5	.	9.2*	-0.1	1.8*
O=[N+]([O-])c1ccc(CSc2nnc(-c3cccnc3)o2)cc1	2	0.8	-1.0	-2	2	-0.2	-5	-0.1	-0.9	-1.1	-1.4
COc1cccc(OCCCn2cc(/C=C3/C(=N)N4C=C(C)SC4=NC3=O)c3ccccc32)c1	-1	-0.2	3.2	-2	0	0.5	-1	0.4	1.5	-0.2	-1.1
CC(C)c1ccc(C2(C)NC(=O)N(CC(=O)N3CCN(C(=O)c4cccs4)CC3)C2=O)cc1 (stereo not given)	1	0.2	-3.1	2	5	-0.3	7	0.1	-0.4	-0.5	-1.2
CC1CC1c1ccc(/C=C(\C#N)C(=O)Nc2cccc(Cl)c2Cl)o1 (stereo not given)	1	3.4	1.4	-2	3	0.7	6	-0.8	2.7	-0.2	-1.5
CC(C)C[C@H]1CN=C(Nc2ccccc2)N1CCC1CCCC1	2	-1.5	-1.7	-14	-1	-0.6	-12	1.3	-1.2	-0.9	-0.9
O=C(CC(O)c1ccncc1)c1ccccc1O (stereo not given)	-33	1.9	-0.1	5	-2	-0.8	2	-0.2	-1.9	2.0	-0.7
NS(=O)(=O)c1ccc(NCc2ccccc2OCc2ccc(F)cc2)cc1	-17	-1.0	-5.2	5	-2	-1.4	-1	-0.2	-2.5	-0.2	-1.5

With a hit mark in DAX1 inh-1, of those listed so far:
| canonical_smiles | HGIII-sPLA2 inh | FXN GAA850 act | GC-B act | SMARCA2 act | DAX1 inh-1 | GC-A act | DAX1 inh-2 | hcDAF-12 act | KLK7 zymogen act | ssDAF-12 act |
| --- | --- | --- | --- | --- | --- | --- | --- | --- | --- | --- |
| c1csc(-c2nnc(-c3ccc(N4CCOCC4)cc3)o2)c1 | 4 | 0.3 | -5 | 3 | 5.1* | 11 | -0.9 | 5.8* | -0.1 | 0.8 |
